Source: PubChem BioAssay
FXIIa mix inh: blocks human factor XIIa in pooled compound mixtures; P00748; purified FXIIa, fluorogenic substrate; inhibition, % at 5 µM; 62,000 compounds, 0.2% hits; AID 684;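 note: 0% = enzyme without compound and 100% = no enzyme blank; some results filed as inactive read as strong as hits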
Target sequence (P00748 20-372 limits assumed): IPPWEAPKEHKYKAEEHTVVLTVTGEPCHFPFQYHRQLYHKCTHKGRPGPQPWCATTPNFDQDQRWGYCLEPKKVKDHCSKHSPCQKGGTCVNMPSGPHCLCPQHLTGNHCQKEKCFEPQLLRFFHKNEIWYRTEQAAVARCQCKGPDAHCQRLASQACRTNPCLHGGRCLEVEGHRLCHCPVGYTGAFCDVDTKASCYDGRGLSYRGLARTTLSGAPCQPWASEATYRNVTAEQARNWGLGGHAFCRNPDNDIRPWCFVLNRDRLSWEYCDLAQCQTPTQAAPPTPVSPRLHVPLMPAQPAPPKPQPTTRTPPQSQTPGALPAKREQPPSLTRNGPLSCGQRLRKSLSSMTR
Target sequence (P00748 373-615 limits assumed): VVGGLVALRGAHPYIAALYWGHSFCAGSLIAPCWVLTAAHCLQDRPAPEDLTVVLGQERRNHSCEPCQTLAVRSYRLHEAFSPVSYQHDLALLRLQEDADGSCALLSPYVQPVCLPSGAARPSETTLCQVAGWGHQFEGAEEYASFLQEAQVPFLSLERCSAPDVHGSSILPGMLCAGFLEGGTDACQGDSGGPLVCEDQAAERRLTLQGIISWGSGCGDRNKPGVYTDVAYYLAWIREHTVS
JNK3 inh: inhibitors of human JNK3 kinase; purified JNK3 kinase activity, HTS; AID 746; 60,000 compounds, 0.61% hits; inhibition, % at 8 µM; P53779; in the data active = inhibition above about 17%;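 note: 0% = DMSO and 100% = reference inhibitor; many of its hits are not listed in these tables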
Target sequence (P53779 whole entry, looked up): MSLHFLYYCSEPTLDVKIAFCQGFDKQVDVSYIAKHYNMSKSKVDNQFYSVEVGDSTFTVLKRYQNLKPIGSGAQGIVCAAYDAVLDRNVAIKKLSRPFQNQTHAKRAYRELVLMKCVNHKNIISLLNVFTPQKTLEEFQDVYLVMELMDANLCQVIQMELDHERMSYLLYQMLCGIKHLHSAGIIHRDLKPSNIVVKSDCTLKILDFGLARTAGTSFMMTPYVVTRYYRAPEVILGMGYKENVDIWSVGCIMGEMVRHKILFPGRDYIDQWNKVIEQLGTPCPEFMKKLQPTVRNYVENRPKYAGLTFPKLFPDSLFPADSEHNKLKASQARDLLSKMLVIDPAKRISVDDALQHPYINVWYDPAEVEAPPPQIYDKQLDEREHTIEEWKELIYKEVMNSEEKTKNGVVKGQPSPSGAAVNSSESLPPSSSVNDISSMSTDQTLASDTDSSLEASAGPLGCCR
ROCK2 blocker: ROCK2 (human) kinase inhibition; O75116; purified ROCK2, Kinase-Glo ATP depletion luminescence; inhibition, % at 6 µM; 60,000 compounds, 0.35% hits;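 active = inhibition above the screen-wide mean inhibition plus 3 SD, cut at about 18% in these data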;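 note: plate controls were DMSO wells for no effect and Y-27632 control wells after no-enzyme background subtraction for full effect; many of its hits are not listed in these tables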
Cathepsin G inh: cathepsin G (human) inhibition. inhibition, % at 5 µM (by protocol). purified enzyme, AMC-tetrapeptide fluorescence, pooled mixtures. P08311. AID 581. 62,000 compounds, 0.2% hits;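 active = inhibition above 20% in each of the two mixture wells holding the compound; inactive = inhibition of 20% or less in either well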;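 note: 0% = enzyme control without mixture and 100% = blank lacking enzyme; strong numbers were not always called active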
FXIa inh mix: factor XIa (human) inhibition, mixture screen; purified FXIa, fluorogenic substrate, pooled mixtures; inhibition, % at 5 µM; 62,000 compounds, 0.19% hits; AID 680;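 note: each value is inhibition by a whole ten-compound pool holding the compound; 0% = enzyme with no mixture and 100% = wells lacking enzyme; strong numbers were not always called active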
PKA kinase inh: PKA (human) kinase inhibition; P17612; PKA Kemptide phosphorylation, Kinase-Glo ATP luminescence; inhibition, % at 6 µM; 65,000 compounds, 0.1% hits;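 active = inhibition above the screen-wide mean inhibition plus 3 SD, cut at about 21% in these data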; note: many of its hits are not listed in these tables
CatS block: inhibitors of human cathepsin S; P25774; recombinant cathepsin S, AMC dipeptide fluorescence, pooled mixtures; inhibition, %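 (tested at 5 µM per compound within 10-compound mixtures)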; 62,000 compounds, 0.06% hits; AID 501; in the data active = inhibition above about 32%, passing the limit was not always enough; inconclusive = no clear call, values can overlap the other calls;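 note: 0% = enzyme without compound and 100% = blank without enzyme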
CatL inh: inhibitors of human cathepsin L. P07711. purified cathepsin L, fluorogenic substrate, fluorescence. inhibition, %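 (tested at 10 µM)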. 58,000 compounds, 0.17% hits; in the data active = inhibition above about 45%;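 note: 0% = enzyme with no compound and 100% = no enzyme blank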
C1s block: human complement C1s inhibition; P09871; purified C1s, fluorogenic AMC substrate, pooled mixtures; mean inhibition % of two 10-compound mixtures (stronger effect = higher value), % at 5 µM (by protocol); 62,000 compounds, 0.16% hits; AID 538;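 active = inhibition above 20% in each of the two 10-compound mixture wells holding the compound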;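 note: 0% = enzyme wells lacking compound mixture and 100% = no-enzyme blank wells; some compounds called inactive have numbers as strong as hits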
The depositor's hits bear a star; ? = inconclusive; . = no result given. Cut-off read from the data, not from the text of the source, unless noted: active = inhibition above about 20% (passing the limit was not always enough); inactive = the rest.

Structure	FXIa inh mix	PKA kinase inh	ROCK2 blocker	CatS block	FXIIa mix inh	JNK3 inh	C1s block	Cathepsin G inh	CatL inh
CC(=O)N1CCn2c3c(c(=O)c4cc(C)ccc42)CCC31 (centres undefined)	8	11	8	6	2	5	0	-4	5
COc1ccccc1N(CC(=O)NCc1ccccn1)S(C)(=O)=O	1	-8	-2	6	2	-10	-18	-8	-2
COc1ccc(NC(=O)N2CCN(c3cccc(C(F)(F)F)c3)CC2)cc1	0	5	3	-1	1	2	1	6	22
Cc1nc(SCN2C(=O)c3ccccc3C2=O)n[nH]1	5	-10	-2	-6	25	-2	-9	-4	-7
COC(=O)c1sc(N)c(C(=O)OC)c1CSc1nnnn1C	2	6	4	0	3	-1	-28	5	6
COC(=O)c1cccc(CSc2nnc(C)s2)c1	5	-3	-4	1	7	9	15	10	-2
COc1cccc(NC(=O)c2cccnc2)c1	9	2	3	8	-16	-3	2	13	7
Cc1nc(NCc2ccc3c(c2)OCO3)c2nnn(Cc3ccccc3)c2n1	5	4	6	-6	5	0	-11	-1	6
Cc1cc(C(=O)Nc2sc(C)c(C)c2C#N)c(C)o1	-10	3	4	1	2	10	-105	4	19
CCCCC(CC)C(=O)Nc1ccccc1C#N (centres undefined)	10	-2	-1	22	-1	-7	20	11	10
COCCNC(=O)CCCCCNS(=O)(=O)c1ccc(C)cc1	5	8	4	-2	1	-1	-1	-1	11
CC(=O)Oc1ccc2oc(C)c(C(=O)N3CCOCC3)c2c1	-4	8	6	2	-8	-1	0	7	.
O=C(Oc1cccnc1)c1cccc(Cl)c1	10	-4	-1	1	-1	0	2	2	-2
Cn1c(=O)c2c(nc(CN3CCN(Cc4ccccc4)CC3)n2CCN2CCOCC2)n(C)c1=O	-3	2	-2	6	5	2	-13	-2	1
COCCNC(=O)CSc1nc2cc(OC)c(OC)cc2c(=O)n1Cc1ccco1	5	-1	.	-7	0	.	10	9	-2
OCCN(CCO)c1nc(N2CCCCC2)c2nc(N(CCO)CCO)nc(N3CCCCC3)c2n1	2	-2	4	17	7	3	-6	14	-22
O=C(OCc1ccc2c(c1)OCO2)c1ccc(S(=O)(=O)N2CCCC2)cc1	-2	9	9	6	4	-2	11	4	15
O=C1CCC(C(=O)N(c2ccccc2)C2(C(=O)NC3CCCCC3)CCCCC2)N1 (centres undefined)	6	-1	.	-8	18	.	-7	7	-1
CS(=O)(=O)Nc1cccc(C(=O)CC2(O)C(=O)Nc3ccccc32)c1 (centres undefined)	0	1	-2	1	-2	-1	15	9	-2
O=C(NCc1ccccn1)Nc1cccc(Cl)c1	6	8	2	4	17	-1	-35	-5	.
O=C(Nc1ccc(Cl)cn1)C1CCCN1S(=O)(=O)c1ccc(Cl)cc1 (centres undefined)	8	3	1	-3	4	-5	-28	-1	-6
COc1ccc(NC(=O)CSc2nnc(-c3ccoc3C)n2CCc2ccccc2)cc1	-1	4	-5	13	3	-18	-17	-10	5
CCOC(=O)C1=C(C)OC(N)=C(C#N)C1c1ccc(OC)c(C)c1OC (centres undefined)	-2	13	6	-5	5	-6	5	1	.
Brc1ccc(-c2nnc3sc(CN4CCN(c5ccccc5)CC4)cn23)cc1	9	-2	1	0	3	8	8	3	-4
COc1ccc(C(CNC(=O)c2ccc(-n3cnnn3)cc2)N2CCOCC2)cc1 (centres undefined)	14	-2	2	-6	-4	6	0	0	11
CNc1oc(-c2ccc(OCc3ccccc3)cc2)nc1C#N	7	1	0	1	-26	5	0	0	-19
CCOC(=O)C1CCCN(C(=O)c2ccc3c(c2)NC(=O)C(N2CCOCC2)S3)C1 (centres undefined)	-5	9	3	11	2	-8	-15	5	14
C#CCn1cnc2c(cnn2-c2ccc(C)c(C)c2)c1=O	-1	-2	-1	16	11	-2	-39	-4	9
C1CCN(c2nc(N3CCCC3)nc(N3CCNCC3)n2)C1	11	9	1	5	6	-5	-1	10	.
CCCN(CCC)CCNc1c(N2CCN(C(=O)OCC)CC2)c(=O)c1=O	5	6	4	-7	10	5	2	10	-7
Cc1cc(NC(=O)C23CCC(C)(c4nc5cc(Cl)c(Cl)cc5nc42)C3(C)C)no1 (centres undefined)	4	9	4	32	8	-1	-14	6	10
Clc1cccc(-c2nc(-c3ccccn3)no2)c1	3	0	.	7	5	.	-29	-2	17
Cn1c(SCCN2CCCCC2)nnc1-c1ccccc1Br	2	8	2	-2	3	-4	8	5	-7
O=C(CC1OC(=O)c2ccccc21)c1ccco1 (centres undefined)	-1	9	4	-5	4	1	5	10	17
CCn1c(COc2ccccc2)nnc1SCC(=O)CC(=O)Nc1ccccc1OC	5	0	-2	-5	9	3	15	12	3
CCOc1ccc(-c2nc(N)ncc2-c2ccccc2)c(O)c1	-2	11	17	1	7	51*	-6	-3	2
CSc1cccc(NC(=O)C2CCN(S(=O)(=O)c3ccc(F)cc3)CC2)c1	8	12	5	-8	5	-2	-10	34	-5
COC(=O)COc1ccc(S(=O)(=O)N2CCOCC2)cc1C	3	5	-2	3	0	-7	-7	-11	-11
CCOC(=O)c1cnn(-c2nc(SC)nc3sc4c(c23)CCC4)c1N	12	-3	-2	12	-14	3	20	12	.
Cc1cccc(NCc2ccccc2O)n1	2	2	4	5	5	-1	11	12	16
O=C(Nc1nc(-c2ccccn2)cs1)C1COc2ccccc2O1 (centres undefined)	12	2	11	5	2	1	12	13	16
Cc1ccc(Cn2c(=O)cc(C(=O)O)c3ccccc32)cc1	7	0	.	-1	-10	.	18	11	-5
COc1cccc(C2CC(c3cccc(Br)c3)n3nc(N)nc3N2)c1 (centres undefined)	12	5	4	-2	2	-1	12	10	5
COCCn1cc(C(=O)N2CCC(C)CC2)c2c3ccccc3n(C)c2c1=O	8	-5	-3	-5	-18	6	-16	-2	-29
CC(=O)c1ccc(N2CCN(C(=O)c3cc(C)on3)CC2)cc1	-7	7	3	-10	7	-1	-14	-2	13
O=C(CSc1nnc(COc2ccc(F)cc2)o1)N1c2ccccc2CCc2ccccc21	3	2	2	15	10	-5	-7	-4	2
COC(=O)Cc1cc(=O)n(-c2ccccc2)[nH]1	13	3	-1	12	5	-2	6	5	33
N#CC(C(=O)NCc1ccccc1)c1nc2ccccc2nc1N1CCCC1 (centres undefined)	-6	6	5	4	-15	3	-13	6	-1
CC(C)OCCCNC(=O)C1CCN(S(=O)(=O)N2CCCCC2)CC1	-5	-2	0	-1	-13	-3	-3	7	6
COc1ccccc1CNC(=O)C1CCN(S(C)(=O)=O)CC1	2	5	2	1	10	3	17	10	2
COc1ccc(C(=O)NC(=O)Nc2cc(C)ccn2)cc1	1	-5	-6	-13	2	9	4	6	8
Cc1cc(N(C)C)cc(C)[n+]1[O-]	7	-4	1	-2	-12	-8	5	9	-3
CCOC(=O)N1CCN(C(=O)CCNS(=O)(=O)c2cc(Br)cnc2N)CC1	2	5	5	-1	-26	3	1	9	-14
O=C(CCCN1C(=O)c2cccnc2C1=O)N1CC(=O)N(CCc2ccccc2)C(=O)C1	8	13	5	-7	-19	1	20	13	-7
Cc1cccc2cc(CN(CCCO)C(=O)Nc3ccccc3Cl)c(=O)[nH]c12	-7	3	4	11	0	3	-18	8	.
O=C(c1cc2ccccc2oc1=O)N1CCCC1	6	7	8	0	-18	-1	11	9	5
Cc1cc(C)c(Cn2c(=O)n(CCCC(=O)NCc3ccco3)c(=O)c3ccccc32)c(C)c1	5	6	2	-3	-17	2	-1	3	-1
CNCCCC1c2ccccc2C=Cc2ccccc21	14	-3	2	6	-15	0	7	10	11
COc1ccc(C(=O)c2oc3ccccc3c2N)cc1	3	-2	-4	3	1	4	-4	0	-7
COc1ccccc1-c1nnc(NC(=O)c2ccccc2F)o1	5	-6	-1	2	5	-8	-2	6	-3

Continued:
Structure	FXIa inh mix	PKA kinase inh	ROCK2 blocker	CatS block	FXIIa mix inh	JNK3 inh	C1s block	Cathepsin G inh	CatL inh
CCCCNc1cc(C)oc(=O)c1C(C)=O	4	4	7	-7	-4	8	0	9	-2
Cc1cc2cc(CNC(=O)c3ccc(Br)o3)ccc2[nH]1	10	2	4	2	7	5	2	-1	-6
COc1cccc(CSc2nc3sc(C)c(C)c3c(=O)n2Cc2ccco2)c1	8	-5	.	-4	5	.	7	8	-7
CCN1CCN(C(c2cccs2)C(C)NC(=O)c2ccco2)CC1 (centres undefined)	8	7	4	-1	7	-3	-34	6	.
CC(C)C(CCNC(=O)CN1C(=O)c2ccccc2C1=O)c1ccco1 (centres undefined)	13	-6	.	11	-1	.	-3	-1	.
CCOC(=O)Cn1c(N2CCOCC2)nc2c1c(=O)[nH]c(=O)n2C	0	7	-3	-2	5	-10	5	8	-2
CCCOC(=O)CSC1=C(C#N)C(c2ccccc2Cl)CC(=O)N1 (centres undefined)	3	6	-1	2	-20	2	14	9	-1
O=C1c2ccccc2C(=O)C1c1nccc2ccccc12	7	7	-4	5	8	13	-45	-8	1
COc1cc(CC(=O)OCC(=O)Nc2ccc(S(=O)(=O)N3CCCC3)cc2)cc(OC)c1OC	-8	0	-3	13	1	-1	-47	-8	14
O=C(c1ccc(NC(=O)C2(c3ccccc3)CCOCC2)cc1)N1CCOCC1	1	-3	3	13	6	2	-21	1	0
Cc1cc2n(n1)C(c1ccc3c(c1)OCO3)Nc1c(C)cccc1-2 (centres undefined)	4	-1	8	2	4	-4	2	1	3
O=C(c1ccccc1)c1nnc(-c2ccccc2F)o1	-2	2	-7	-9	-17	4	-21	-11	1
CCCS(=O)(=O)N1CCC(C(=O)NCCN(C)Cc2ccccc2)CC1	-4	5	8	2	0	-2	-5	-3	-8
CCc1nnc2c3cnn(-c4ccccc4)c3ncn12	10	6	0	0	-18	9	15	3	-2
CCc1cc2c(C)cc(=O)oc2cc1OC(=O)C1CCCN1C(=O)OC(C)(C)C (centres undefined)	2	5	0	-2	-7	-2	0	2	-10
O=C(c1ccc(Br)o1)N1CCN(c2ccc(F)cc2)CC1	-2	5	6	2	-2	1	-16	9	4
Cc1ccc(NC(=O)CN2CCC3(O)CCCCC3C2c2ccc3c(c2)OCO3)c(C)c1 (centres undefined)	7	8	3	15	5	-4	-15	-9	8
COC(=O)CSc1nc(-c2ccccc2)cc(-c2ccco2)c1C#N	6	5	-2	-2	-5	4	13	10	-4
Cc1cc(C(=O)OCC(=O)c2ccc(Br)s2)no1	3	-6	-4	15	1	10	-4	0	0
CCOc1ccc(NC(=O)c2nnn(CC(=O)Nc3ccccc3OC)c2N)cc1	5	8	3	-2	5	5	10	12	.
O=c1cc(-c2ccccc2)nc2nc(COc3ccccc3)[nH]n12	-2	7	2	?	-7	1	-21	-15	2
Cc1nn(-c2ccccc2C(=O)O)c(=O)c2ccccc12	4	-5	0	11	2	1	-2	0	15
O=C(O)c1ccc(C2CCCCC2)cn1	.	8	4	.	.	7	.	.	1
O=C(Cn1nnc(-c2ccc(CN3CCOCC3)cc2)n1)N1CCCc2ccccc21	21	0	1	1	10	11	-19	14	-5
Cc1csc(SCC(=O)N2CCCC2)n1	2	8	5	8	4	3	-6	-5	0

Two of the compounds above, with each value named.
O=C(c1ccccc1)c1nnc(-c2ccccc2F)o1
  FXIa inh mix: -2	PKA kinase inh: 2	ROCK2 blocker: -7	CatS block: -9	FXIIa mix inh: -17	JNK3 inh: 4	C1s block: -21	Cathepsin G inh: -11	CatL inh: 1
COc1cccc(CSc2nc3sc(C)c(C)c3c(=O)n2Cc2ccco2)c1
  FXIa inh mix: 8	PKA kinase inh: -5	ROCK2 blocker: .	CatS block: -4	FXIIa mix inh: 5	JNK3 inh: .	C1s block: 7	Cathepsin G inh: 8	CatL inh: -7
